All columns: NCI-60 one-dose screen, growth in % after 48 h at 10 µM unless noted; 100 = growth as untreated, 0 = no growth, -100 = all killed.
HCC-2998: HCC-2998 colon cancer; 4.7% of 79,000 active
KM12: KM12 colon cancer cells | AID 1794800 | 5% of 82,000 active
U251: U251 CNS tumor cells | 5.4% of 80,000 active
SF-295: SF-295 CNS cancer cells. AID 1794758. 5.6% of 79,000 active
HCT-116: HCT-116 colon cancer; 7.3% of 82,000 active
SF-539: SF-539 CNS cancer; 6.8% of 81,000 active; AID 1794752
SF-268: SF-268 CNS cancer cells. 3.1% of 82,000 active
SNB-19: SNB-19 CNS cancer cells; 2.5% of 81,000 active; AID 1794751
SNB-75: SNB-75 CNS cancer; 5% of 79,000 active
* hit, by the source's call; / = no result given; & = joins results of further samples. The calls were made as follows: active = growth percent below 10; inactive = the rest.

SMILES | HCC-2998 | KM12 | U251 | SF-295 | HCT-116 | SF-539 | SF-268 | SNB-19 | SNB-75
N#CC1=C(N)Oc2cc3ccccc3cc2C1c1cc(=O)oc2ccc(Cl)cc12 (centres undefined) | 95 | 101 | 102 | 101 | 89 | 95 | 92 | 105 | 94
CCC1=CC2=NCC(C)C(=O)N2C=C1 (centres undefined) | 100 | 106 | 98 | 106 | 80 | 96 | 100 | 105 | 90
c1ccc2sc(SN3CCOCC3)nc2c1 | 86 | 113 | 89 | 93 | 84 | 88 | 108 | 101 | 54
CN[C@@H]1[C@H](OC2[C@H](O[C@H]3[C@H](O)[C@@H](O)[C@H](N=C(N)N)[C@@H](O)[C@@H]3N=C(N)N)O[C@@H](C)[C@]2(O)C=O)O[C@@H](CO)[C@H](O)[C@H]1O (some centres undefined) | 103 | 112 | 101 | 106 | 99 | / | 112 | 104 | 98
CCc1ccc(Nc2ncnc3c2cnn3-c2cccc(Br)c2)cc1 | 98 | 106 | 94 | / | 96 | 102 | 98 | 95 | 78
COc1ccc(/C=C/C(=O)c2ccc(NC(=O)CSc3nnc(-c4c[nH]c5ccccc45)n3-c3ccccc3)cc2)cc1 | 103 | 83 | 57 | 68 | 61 | 80 | 73 | 73 | 78
COc1ccc(C=C2c3ccccc3-c3ccccc32)cc1 | 74 | 25 | 35 | 32 | 17 | 44 | 54 | 51 | 43
Nc1nnc(CCSc2ccccc2)s1 | 117 | 99 | 98 | 95 | 100 | 96 | 95 | 97 | 83
Clc1ccc(/C=N/c2nnc(-c3ccc(Cl)cc3)o2)cc1 | 102 | 100 | 99 | 99 | 99 | 96 | 94 | 95 | /
CCN1C(=N)N(c2ccccc2)C(=O)C(CC)(CC)C1=O | 104 | 116 | 101 | 113 | 114 | 103 | 113 | 110 | 94
O=S(=O)(O)c1cccc2cccc(O)c12 | 107 | 109 | 115 | 105 | 92 | 105 | 107 | 102 | /
O=C1c2ccccc2C(=O)c2c(N=Nc3c(O)[nH]c4ccc(Cl)cc34)cccc21 | 114 | 101 | 106 | 113 | 102 | 110 | 101 | 99 | 105
CC1CCCCN1S(=O)(=O)c1ccc(CN=C=S)cc1 (centres undefined) | 103 | 22 | 69 | 100 | 9.9* | 78 | 91 | 78 | 69
CS(C)=O | 102&98 | 109&105 | 115&94 | 98 | 108&104 | 111&96 | 104&108 | 105&100 | 98&89
O=C(O)c1cccc2cccc(-c3c4ccc(=O)c(O)c-4oc4c(O)c(O)ccc34)c12 | 96 | 96 | 100 | 103 | 91 | 89 | 93 | 98 | 90
O=C1Cc2ccccc2C(=O)N1Nc1ccccc1 | 95 | 88 | 92 | 98 | 108 | 106 | 91 | 96 | 87
Cc1cc(C)n(C(=O)c2sc(=S)n(-c3ccccc3)c2N=Nc2c(N)n[nH]c2N)n1 | 110 | 107 | 104 | 104 | 100 | 99 | 104 | 105 | 109
CC(=O)N1CC(Nc2ccc(OC(F)(F)F)cc2)=CC1=O | 60 | 23 | 29 | 15 | 39 | / | 60 | 42 | 9.1*
NC(=O)C[n+]1ccccc1 | 102 | 98 | 98 | 106 | 111 | 98 | 98 | / | 105
CC(=O)NC(Cc1ccccc1)C(=O)Nc1ccc(Cl)cc1 (centres undefined) | 99 | 100 | 84 | 98 | 95 | 95 | 105 | 108 | 94
CCC(=O)c1cc(-c2cc(C(=O)CC)[nH]n2)n[nH]1 | 110 | 108 | 107 | 99 | 114 | 96 | 122 | 100 | 111
O=C(CCCCCCN1CC(=O)N2[C@@H](c3cccc(Cl)c3)c3[nH]c4ccccc4c3C[C@H]2C1=O)NO | 72 | 55 | 45 | 52 | 15 | 51 | 64 | 61 | /
C1CCc2c(-c3n[nH]c4c3CCCC4)n[nH]c2C1 | 112 | 108 | 106 | 100 | 91 | 95 | 103 | / | 113
Nc1ccc2ccccc2c1[N+](=O)[O-] | 90 | 116 | 100 | 87 | 110 | 105 | 113 | 102 | 80
O=C(N/N=C\c1cc(Br)cc(Br)c1O)N/N=C/c1cc(Br)cc(Br)c1O | / | 67 | 46 | 6.5* | 31 | 35 | 51 | 68 | 49
Further entries
SMILES | HCC-2998 | KM12 | U251 | SF-295 | HCT-116 | SF-539 | SF-268 | SNB-19 | SNB-75
NS(=O)(=O)c1cnccc1Oc1c(-c2ccccc2)oc2ccccc2c1=O | / | 100 | 97 | 114 | 105 | 96 | 100 | 106 | 95
FC(F)(F)c1cccc(CCC2CCCC2C2CC2)c1 (centres undefined) | 113 | 117 | 110 | 100 | 107 | 102 | 102 | 104 | 98
Cc1cc(NS(=O)(=O)c2ccc(N/C=C/C(=O)c3cc4cc(Br)ccc4oc3=O)cc2)no1 | 110 | 102 | 99 | 109 | 98 | 106 | 101 | 96 | /
NCCCNc1nc2ccccc2c2c(=O)c3cc(C(F)(F)F)ccc3sc12 | -85* | -77* | -56* | 72 | -70* | -20* | 47 | 30 | 60
NC(=O)c1c(Br)cc(Br)c(NC(=O)CCl)c1Br | 102 | 92 | 83 | 101 | 79 | 87 | 79 | 97 | 70
COc1ccc2c(c1)O/C(=C\c1cccc(O)c1)C2=O | 111 | 101 | 99 | 98 | 99 | 95 | 96 | 97 | 92
COc1ccc(-c2nc(SCCC(C)C)nc(Nc3ccc(C(C)=O)cc3)c2C#N)cc1 | 111 | 102 | 105 | 103 | 108 | 99 | 110 | 104 | 131
COc1cc(OC)c(C(=O)/C=C/c2ccc(C(F)(F)F)cc2)c(OC)c1 | 85 | 37 | 46 | 70 | 20 | 69 | 56 | 58 | 30
Cc1ccc(/C=C2\CN(C(=O)OC(C)(C)C)C/C(=C\c3ccc(C)cc3)C2=O)cc1 | 30 | -16* | 12 | 90 | -44* | 90 | 49 | 71 | 80
CC1C(=O)c2cc3c(cc2CCN(C)Cc2c1ccc1c2OCO1)OCO3 (centres undefined) | 118 | 102 | 98 | / | 100 | 97 | 114 | 104 | 99
Nc1nc2ccc3[nH]ncc3c2c2c1CCCC2 | 9.6* | -1.3* | 8.3* | 17 | 1.3* | -33* | -9.7* | 9.0* | -47*
COc1cc(C2CC(c3ccc(N4CCNCC4)cc3)=NN2)ccc1F (centres undefined) | 105 | 94 | 79 | 98 | 61 | 84 | 94 | 96 | 89
CC(=O)c1ccc(NC(=O)CSc2nnc(-c3cc(-c4ccc(Cl)cc4)nc4ccccc34)o2)cc1 | 101 | 89 | 29 | 88 | 21 | 74 | 82 | 78 | 83
COc1ccc(CCC(=O)O)cc1 | 88 | / | 96 | 103 | 100 | 104 | 98 | 106 | 104
COc1cc(Nc2ncccc2NC(=O)c2cn(Cc3cccc(Oc4ccccc4)c3)nn2)cc(OC)c1 | 72 | 62 | 80 | 93 | 91 | 93 | 74 | 80 | 80
COc1ccc(/C=C/C(=O)c2ccc(NC(=O)CSc3nnc(-c4ccc(-c5nc6ccc(C)cc6[nH]5)cc4)o3)cc2)cc1 | 117 | 88 | 91 | 92 | 96 | 92 | 86 | 96 | 102
CC(C)(C)OC(=O)N1CCC[C@]2(C)[C@H]3C=CC4=C5C[C@](C)(CO)CC[C@]5(C)CC[C@@]4(C)[C@]3(C)CC[C@H]2C1(C)C | 117 | 103 | 99 | 105 | 103 | 101 | 104 | 109 | /
COc1ccc(C(=O)c2cc3c(N)c(C(=O)Nc4ccc(Cl)cc4)sc3nc2C)cc1 | 92 | 70 | 62 | 89 | 55 | 72 | 56 | 67 | 4.3*
COC(=O)C1OCOC2C(C(=O)OC)OCOC12 (centres undefined) | 106 | 116 | 105 | 101 | 97 | 107 | 119 | 107 | 120
CCOC(=O)C1CC2OC2CC1C(=O)OCC (centres undefined) | 115 | 123 | 107 | 101 | 110 | 115 | 111 | 105 | 87
COc1cc(C2CC(=O)c3c(C)nn(-c4nc5ccccc5[nH]4)c3C2)cc(OC)c1OC (centres undefined) | 82 | 102 | 30 | 65 | 69 | / | 7.8* | 72 | -25*
CC(=O)Oc1ccc(OC(C)=O)c(C(=O)O)c1 | 100 | 106 | 96 | 106 | 111 | 104 | 97 | 105 | 97
Cc1ccc(NC(=O)Nc2c(Cl)cccc2Cl)cn1 | 104 | 105 | 90 | 117 | 104 | 98 | 116 | 102 | 92
O=C(N=Nc1c(O)[nH]c2ccc([N+](=O)[O-])cc12)c1ccc2nc(-c3ccc(Cl)cc3)[nH]c2c1 | 60 | 72 | 11 | 97 | 61 | 56 | 86 | 64 | 99
N#C/C(=C/NC(=S)Nc1ccccc1)C(N)=O | 109 | 106 | 100 | 109 | 101 | 111 | 98 | 107 | 98
(further entries)
SMILES | HCC-2998 | KM12 | U251 | SF-295 | HCT-116 | SF-539 | SF-268 | SNB-19 | SNB-75
C=CCOC(=O)C1=C(C)N(CC)C(=O)NC1c1c(Cl)n(C)c2ccccc12 (centres undefined) | 91 | 86 | 98 | 89 | 90 | 98 | 93 | 100 | 92
O=c1[nH]c2ccc(Cl)cc2cc1CSc1ccc(Nc2nccc(-c3ccc4c(c3)OCO4)n2)cc1 | 123 | 99 | 114 | 104 | 105 | 82 | 110 | 106 | 106
Nc1nc2ccccc2c2c(=O)c3cc(Cl)ccc3sc12 | 97 | 13 | 99 | 96 | 89 | 96 | 13 | 96 | 91
O=C(Nc1cccc(Cl)c1)Sc1ccccc1 | 104 | 101 | 92 | 91 | 84 | 95 | 91 | 99 | 91
COc1ccc(Cl)cc1NC(=O)c1c(NC(=O)C(F)(F)C(F)(F)F)sc2c1CCCCC2 | 16 | 3.8* | 7.3* | -25* | -0.1* | 4.3* | 6.1* | 14 | -9.8*
COc1ccccc1/C=C1\SC(=Nc2ccc(NC(C)=O)cc2)NC1=O | 101 | 96 | 96 | 98 | 97 | 98 | 95 | 91 | 65
O=C(C[n+]1ccc2ccccc2c1)c1cccs1 | 98 | 94 | 100 | 103 | 85 | 107 | 103 | 106 | 82
Cc1cc(C#Cc2ccc(C(C)(C)C)cc2)ccc1-n1c(/C=C/c2c(Cl)cccc2Cl)nc2ccccc2c1=O | 99 | 99 | 94 | 98 | 89 | 106 | 97 | 105 | 82
O=S(=O)(Nc1ncccn1)c1ccc(-n2c(-c3ccc(Br)cc3)nc(-c3ccccc3)c2-c2ccccc2)cc1 | 40 | 28 | 31 | 8.3* | 35 | 56 | 32 | 23 | 27

Filtered by structure: the compounds so far containing an NH in an aromatic ring.
SMILES | HCC-2998 | KM12 | U251 | SF-295 | HCT-116 | SF-539 | SF-268 | SNB-19 | SNB-75
COc1ccc(/C=C/C(=O)c2ccc(NC(=O)CSc3nnc(-c4c[nH]c5ccccc45)n3-c3ccccc3)cc2)cc1 | 103 | 83 | 57 | 68 | 61 | 80 | 73 | 73 | 78
O=C1c2ccccc2C(=O)c2c(N=Nc3c(O)[nH]c4ccc(Cl)cc34)cccc21 | 114 | 101 | 106 | 113 | 102 | 110 | 101 | 99 | 105
Cc1cc(C)n(C(=O)c2sc(=S)n(-c3ccccc3)c2N=Nc2c(N)n[nH]c2N)n1 | 110 | 107 | 104 | 104 | 100 | 99 | 104 | 105 | 109
CCC(=O)c1cc(-c2cc(C(=O)CC)[nH]n2)n[nH]1 | 110 | 108 | 107 | 99 | 114 | 96 | 122 | 100 | 111
O=C(CCCCCCN1CC(=O)N2[C@@H](c3cccc(Cl)c3)c3[nH]c4ccccc4c3C[C@H]2C1=O)NO | 72 | 55 | 45 | 52 | 15 | 51 | 64 | 61 | /
C1CCc2c(-c3n[nH]c4c3CCCC4)n[nH]c2C1 | 112 | 108 | 106 | 100 | 91 | 95 | 103 | / | 113
Nc1nc2ccc3[nH]ncc3c2c2c1CCCC2 | 9.6* | -1.3* | 8.3* | 17 | 1.3* | -33* | -9.7* | 9.0* | -47*
COc1ccc(/C=C/C(=O)c2ccc(NC(=O)CSc3nnc(-c4ccc(-c5nc6ccc(C)cc6[nH]5)cc4)o3)cc2)cc1 | 117 | 88 | 91 | 92 | 96 | 92 | 86 | 96 | 102
COc1cc(C2CC(=O)c3c(C)nn(-c4nc5ccccc5[nH]4)c3C2)cc(OC)c1OC (centres undefined) | 82 | 102 | 30 | 65 | 69 | / | 7.8* | 72 | -25*
O=C(N=Nc1c(O)[nH]c2ccc([N+](=O)[O-])cc12)c1ccc2nc(-c3ccc(Cl)cc3)[nH]c2c1 | 60 | 72 | 11 | 97 | 61 | 56 | 86 | 64 | 99
O=c1[nH]c2ccc(Cl)cc2cc1CSc1ccc(Nc2nccc(-c3ccc4c(c3)OCO4)n2)cc1 | 123 | 99 | 114 | 104 | 105 | 82 | 110 | 106 | 106

Assay outcomes: PubChem BioAssay, NCI
